PLK1 kinase inh: PLK1 (human) kinase inhibition; P53350; recombinant PLK1 kinase, TR-FRET peptide phosphorylation; inhibition, % at 10 µM; 97,000 compounds, 0.53% hits; AID 619;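 active means inhibition of 50% or more in the single-concentration screen; inactive means inhibition below 50%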;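 further: 0% = DMSO max control and 100% = H-89 dihydrochloride min control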
Target sequence (P53350 whole entry, looked up): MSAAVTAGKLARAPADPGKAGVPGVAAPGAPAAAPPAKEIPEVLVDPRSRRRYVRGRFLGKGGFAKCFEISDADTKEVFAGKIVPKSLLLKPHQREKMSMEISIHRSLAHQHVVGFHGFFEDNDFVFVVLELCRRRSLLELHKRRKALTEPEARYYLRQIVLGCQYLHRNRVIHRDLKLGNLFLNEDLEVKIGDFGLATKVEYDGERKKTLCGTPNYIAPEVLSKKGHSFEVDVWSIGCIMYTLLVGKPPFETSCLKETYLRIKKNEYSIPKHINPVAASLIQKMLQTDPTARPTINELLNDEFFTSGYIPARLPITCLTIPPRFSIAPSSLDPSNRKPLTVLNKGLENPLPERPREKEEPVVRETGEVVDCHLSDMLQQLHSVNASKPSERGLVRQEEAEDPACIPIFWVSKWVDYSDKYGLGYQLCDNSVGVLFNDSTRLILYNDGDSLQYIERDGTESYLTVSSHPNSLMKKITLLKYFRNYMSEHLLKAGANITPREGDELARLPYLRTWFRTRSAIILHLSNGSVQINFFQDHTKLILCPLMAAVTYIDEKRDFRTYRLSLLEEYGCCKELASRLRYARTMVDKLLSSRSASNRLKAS
Rev-RRE block: disrupts HIV-1 Rev binding to RRE RNA | P05866 | AID 704 | inhibition, % at 8 µM | 97,000 compounds, 0.79% hits | Rev peptide-RRE RNA binding, FRET;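 active means inhibition above the screen-wide mean plus 3 SD, cut at about 35% in these data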;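 further: 0% = median DMSO wells and 100% = median Neomycin B control wells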
Target sequence (P05866 whole entry, looked up): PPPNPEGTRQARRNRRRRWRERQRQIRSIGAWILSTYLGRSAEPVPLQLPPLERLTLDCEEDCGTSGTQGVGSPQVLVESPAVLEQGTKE
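Assay system: labelled RRE RNA duplex and labelled Rev peptide / Medium: HEPES pH 7.5 salt buffer with EDTA / Reagent: labelled Rev peptide / Schedule: 5 + 15 min at 25 °C / Signal: FRET, excitation 480 nm, emission 540 nm donor and 671 nm acceptor / Benchmarks: DMSO and neomycin B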
FAK inh: inhibitors of human focal adhesion kinase | Q05397 | biochemical FAK kinase activity assay | inhibition, %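 (tested at 7 µM)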 | 97,000 compounds, 0.84% hits | AID 727; in the data active means inhibition above about 19%;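 further: 0% = DMSO and 100% = reference compound high control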
PLK1 PBD inh: Plk1 (human) PBD binding inhibition. AID 693. 97,000 compounds, 0.13% hits. Plk1 PBD phosphopeptide binding, fluorescence polarization. P53350. inhibition, %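 (tested at about 20 µM)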; in the data active means inhibition above about 34%, passing the limit was not always enough
EphB4 ephrin blk: antagonists of human EphB4-ephrin-B2 interaction; P54760; EphB4 LBD / TNYL-RAW-Alexa532 peptide, fluorescence polarization; inhibition, % at 7 µM; 97,000 compounds, 0.15% hits; AID 720;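 active means inhibition above the screen-wide mean inhibition plus 3 SD, cut at about 15% in these data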;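 further: 0% = DMSO wells and 100% = excess unlabeled TNYL-RAW peptide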
PLAP act: human PLAP activation. P05187. purified PLAP enzyme, luminescent substrate read-out; stronger effect = higher value. activation fold at 20 µM. 96,000 compounds, 1.2% hits. AID 696; in the data active means activation fold above about 2
MT1-MMP txn act: activates MT1-MMP transcription. HT1080 MT1-MMP promoter luciferase reporter, luminescence, overnight; stronger effect = higher value. activation factor at 10 µM. 86,000 compounds, 0.16% hits. AID 750;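 active means activation factor of at least 2 for MT1-MMP transcription at 10 µM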
S1P2 agonist: S1P2 (human) receptor agonism | O95136 | S1P2-expressing cell line, agonist reporter read-out | activation, % at 4.5 µM | 97,000 compounds, 0.46% hits | AID 729; in the data active means activation above about 16%;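 further: 0% = vehicle low control and 100% = maximal reference agonist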
Target sequence (O95136 whole entry, looked up): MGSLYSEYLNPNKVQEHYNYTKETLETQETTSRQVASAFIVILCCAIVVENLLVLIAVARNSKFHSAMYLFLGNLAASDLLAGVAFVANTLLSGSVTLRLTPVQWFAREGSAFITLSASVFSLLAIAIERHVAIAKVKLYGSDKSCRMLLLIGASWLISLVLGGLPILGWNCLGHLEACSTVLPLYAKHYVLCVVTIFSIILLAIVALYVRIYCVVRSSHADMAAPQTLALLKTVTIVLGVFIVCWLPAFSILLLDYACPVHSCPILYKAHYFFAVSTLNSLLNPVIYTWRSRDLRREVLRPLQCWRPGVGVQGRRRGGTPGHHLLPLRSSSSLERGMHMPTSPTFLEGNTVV
S1P2 antag: S1P2 (human) receptor antagonism; O95136; cell-based S1P2 antagonist assay, inhibition at 5 uM; inhibition, % at 5 µM; 97,000 compounds, 0.21% hits; AID 736; in the data active means inhibition above about 45%;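 further: CRE beta-lactamase reporter cells expressing human S1P2 stimulated with S1P; 0% = agonist at EC80 alone and 100% = agonist plus reference antagonist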
* hit, by the source's call; · = not tested or not shown; & = joins results of further samples.

SMILES	PLK1 kinase inh	Rev-RRE block	FAK inh	PLK1 PBD inh	EphB4 ephrin blk	PLAP act	MT1-MMP txn act	S1P2 agonist	S1P2 antag
COc1cccc(CNC(=O)C2CCN(S(=O)(=O)c3ccc4c(c3)CCC(=O)N4)CC2)c1	-2	10	2	6	5	0.9	1	-7	29
COc1ccc(-n2cnc3cc(NCc4cccs4)ccc32)cc1	-14	3	12	2	6	1.2	1.6	-7	4
Cc1ccc(/C(O)=C2/C(=O)C(=O)N(Cc3cccnc3)C2c2ccccn2)cc1 (stereo unspecified)	-11	3	0	25	-6	0.9	1.3	-2	0
Cc1cc(Cl)ccc1OC(C)C(=O)Nc1ccccc1N1CCOCC1 (stereo unspecified)	8	8	-4	-12	-3	1.3	1.1	0	8
CCOC(=O)c1c(C#N)c(SCC(=O)Nc2ccc(OC)cc2)nc2c1CN(CC)CC2	-6	15	1	6	3	1.1	1.1	-2	4
CC(=O)Oc1ccc(NC(=O)CCC2CCCCC2)c(C(=O)O)c1	-16	-1	-3	0	4	·	1	-5	2
CCN(CC)C(=O)/C(=C\c1ccc2c(c1)OCO2)NC(=O)c1ccc(Br)cc1	-11	11	-1	-20	5	1	·	-5	10
CN(C)S(=O)(=O)N1CCN(C(=O)c2cccc(Br)c2)CC1	-8	2	-2	-29	4	0.9	1.1	-5	-8
Cc1ccc(CCNC(=O)C2CCCN(S(=O)(=O)c3c(C)noc3/C=C/N(C)C)C2)cc1 (stereo unspecified)	-4	2	-2	21	-3	1.1	1	-3	-6
Cc1cc(C)nc(SCC(=O)Nc2ccc(S(=O)(=O)N3CCCCC3)cc2)n1	-6	6	0	-12	-1	2.1*	1	-5	-9
CC1(C)CC(=O)C2=C(C1)OC(N)=C(C#N)C2CCc1ccccc1 (stereo unspecified)	-9	17	2	14	-3	·	1	-1	-9
COc1cccc2cc(C(=O)N3CCN(c4ncccn4)CC3)c(=O)oc12	-7	-1	0	-3	-5	1	1.1	0	-2
Cc1nc(CN2CCN(C(=O)c3ccc(C(C)(C)C)cc3)CC2)cs1	-2	4	-1	-18	1	1.6	·	-2	13
COc1ccc(NC(=O)C2CCCN(S(=O)(=O)c3cccnc3)C2)c(OC)c1 (stereo unspecified)	6	2	-4	-28	1	1.5	1.2	-2	9
Cc1ccc(NC(=O)/C(C#N)=C/c2ccc(Sc3nc(C)cc(C)n3)o2)cc1	-11	12	-1	4	5	0.9	·	-8	4
CCOC(=O)CCP(=O)(O)C(C)(O)c1ccccc1 (stereo unspecified)	-17	4	-2	-13	4	0.9	0.9	-5	-39
CC1Cc2ccccc2N1C(=O)CSc1nnc(NC(=O)Cc2cccs2)s1 (stereo unspecified)	20	4	7	16	-13	1.1	1.1	-3	-1
Cc1ccc(/C=N/Nc2ncc(Cl)cc2Cl)s1	-12	1	1	2	3	2.8*	1.6	-2	8
CN1CCN(c2ccccc2NS(=O)(=O)c2ccc3c(c2)CCN3C(=O)C2CCC2)CC1	-21	9	3	8	8	·	1.2	-4	10
CCn1c(SCC(=O)N2c3ccccc3CCc3ccccc32)nc2c1c(=O)n(C)c(=O)n2C	-10	9	0	-28	1	·	0.9	-2	9
Nc1nc(Cl)cc(N2CCC(c3cc(-c4ccc(Cl)cc4)n[nH]3)CC2)n1	-10	3	-1	-1	-6	0.8	·	-9	82*
O=C1c2ccncc2C(=O)N1Cc1cccc(Cl)c1	-7	5	0	-6	2	1	1.1	-1	6
CCCCn1cnc2c1c(=O)[nH]c(=O)n2CCCC	-9	5	1	-18	-3	1.3	1	-2	2
COc1ccc(CC(=O)Nc2ccc3c(c2)OCO3)cc1S(=O)(=O)N1CCOCC1	-4	7	1	11	2	1	1.2	-5	1
COc1ccc(Br)cc1CNC(=O)C1CCN(S(=O)(=O)N2CCCCC2)CC1	0	14	3	-26	-1	1.4	1.2	-6	12

Reprinted at random: 5 entries already listed
SMILES	PLK1 kinase inh	Rev-RRE block	FAK inh	PLK1 PBD inh	EphB4 ephrin blk	PLAP act	MT1-MMP txn act	S1P2 agonist	S1P2 antag
COc1ccc(NC(=O)C2CCCN(S(=O)(=O)c3cccnc3)C2)c(OC)c1 (stereo unspecified)	6	2	-4	-28	1	1.5	1.2	-2	9
Cc1ccc(CCNC(=O)C2CCCN(S(=O)(=O)c3c(C)noc3/C=C/N(C)C)C2)cc1 (stereo unspecified)	-4	2	-2	21	-3	1.1	1	-3	-6
Cc1cc(C)nc(SCC(=O)Nc2ccc(S(=O)(=O)N3CCCCC3)cc2)n1	-6	6	0	-12	-1	2.1*	1	-5	-9
CCN(CC)C(=O)/C(=C\c1ccc2c(c1)OCO2)NC(=O)c1ccc(Br)cc1	-11	11	-1	-20	5	1	·	-5	10
COc1cccc2cc(C(=O)N3CCN(c4ncccn4)CC3)c(=O)oc12	-7	-1	0	-3	-5	1	1.1	0	-2

Continued:
SMILES	PLK1 kinase inh	Rev-RRE block	FAK inh	PLK1 PBD inh	EphB4 ephrin blk	PLAP act	MT1-MMP txn act	S1P2 agonist	S1P2 antag
O=C(c1ccco1)N1CCN(C(=O)c2ccc(COc3ccc4c(c3)CCC4)o2)CC1	-9	5	2	-3	0	1.2	1.4	-4	7
CCSc1nc2ccccc2[nH]1	-12&-7	6&12	-1&1	-19&-5	5&3	1.1&1	1.3&1.1	-7&-8	3&10
CC(=O)OCc1c(C(F)(F)F)nn(C)c1Sc1ccccc1	-9	10	-5	-3	7	0.8	·	-9	15
CSc1ccccc1NC(=O)CSCc1ccccc1Br	-9	13	3	15	-6	0.9	·	-4	-9
COc1ccc(-c2noc(-c3ccccc3C(=O)Nc3cccnc3)n2)cc1	-8	9	3	-11	8	0.8	1.2	-7	12
CC(=O)/C(C[N+]1(C)CCCCC1)=N\O	0	-2	-8	7	-7	0.8	1.2	-9	-8
CC(=O)Nc1sc2c(c1C(c1cccs1)N1CCOCC1)CCCC2 (stereo unspecified)	-8	-2	0	10	-8	1.3	1.1	-6	-12
Cc1nc2nc(COc3ccccc3)[nH]n2c(=O)c1Cc1ccccc1	-3	4	-3	-1	-8	1	1.1	2	-20
Cc1cnn(Cc2ccccc2)c1N	-2	4	-4	4	-6	0.8	1	-2	-1
COC(=O)c1cccc(N(C(=O)c2ccco2)C(C(=O)NC2CCCC2)c2ccco2)c1 (stereo unspecified)	-11	3	-2	7	-2	·	1.2	-3	9
COc1cc(C(=O)NCC(c2cccnc2)N2CCN(c3ccccc3)CC2)cc(OC)c1OC (stereo unspecified)	-11	4	3	-10	0	1.3	1	-3	-1
CC(C)OC(=O)c1cc(C(=O)c2cc(F)ccc2O)coc1=N	-10	4	2	-18	-4	1.5	·	-3	-12
Cn1c(SCC(=O)c2ccccc2)nnc1-c1cccc(N)c1	-6	4	0	-1	1	1.1	1.5	-6	23
CC(=O)N1C2CCCCC2S[C@H]2CCCCC21 (stereo partly specified)	-2	0	-4	5	0	1.1	1.1	-1	-4
CCOC(=O)CSc1ccc(-c2nc3cc(C)c(C)cc3[nH]2)cn1	-8	2	4	7	-8	1	1.5	-4	0
CCOC(=O)c1ccc2[nH]c(C)c(CCC(C)=O)c(=O)c2c1	-5	10	0	-19	6	1	1.2	0	13
O=C(c1cccs1)N1CCN(S(=O)(=O)c2ccccc2)CC1	1	10	0	3	-9	0.9	1	0	-133
CC(C)CCNC(=O)C(NS(=O)(=O)c1ccc2c(c1)c(=O)n(C)c(=O)n2C)c1ccccc1 (stereo unspecified)	-12	8	3	-3	-1	0.9	·	-3	13
O=C(CCCC(=O)OCC1CCCO1)OCC1CCCO1 (stereo unspecified)	-14	3	-10	6	0	0.7	1.1	-11	17
Clc1ccc(/C=N/NC(=Nc2ccccc2)c2ccccn2)c(Cl)c1	-8	9	2	-2	-2	1	·	-3	-5
C/C(=N\NC(=O)c1ccc(Cl)c(Cl)c1)c1cccc(NC(=O)C(C)C)c1	-4	6	-3	-9	-2	0.9	·	-3	-2
COc1ccc(C2Nc3ccccc3C(=O)N2Cc2ccco2)cc1COc1ccc(NC(C)=O)cc1 (stereo unspecified)	-8	1	-2	13	-4	1.7	1	-2	-14
COc1ccc(OCCN2C(=O)NC(C)(c3ccc(C)cc3)C2=O)cc1 (stereo unspecified)	-4	4	1	-4	5	·	1	-8	-3
C=CCNCCCCOc1ccc(OCC)cc1	1	0	1	-17	-4	0.8	0.9	-1	4
CCN1CCn2c3c(c4cc(C)ccc42)CCCC31 (stereo unspecified)	-15	-2	6	4	-12	1.6	1.2	-4	-5
Following part
SMILES	PLK1 kinase inh	Rev-RRE block	FAK inh	PLK1 PBD inh	EphB4 ephrin blk	PLAP act	MT1-MMP txn act	S1P2 agonist	S1P2 antag
CC(C)Cc1n[nH]c(=O)[nH]1	20	6	-2	2	-10	0.9	1	-1	-12
CCOC(=O)c1ccc(NC(=O)COc2cc(=O)n(CC)c3ccccc23)cc1	-322	9	-6	-13	-1	0.9	·	-4	11
CC1(C)Cc2c(c(N3CCOCC3)nc3sc4c(=O)[nH]cnc4c23)CS1	4	6	-4	-1	-1	1.1	1.2	1	-36
O=C(Nc1ccccc1)c1ccccc1NS(=O)(=O)c1ccc(Cl)s1	-17	1	-6	8	-3	·	·	-5	-8
Cn1c(SCc2ccccc2)nnc1-c1cccs1	0	5	6	-4	2	0.8	1.8	0	19
Cc1ccc(-c2c3c(=O)n(C)c(=O)n(C)c3cn2Cc2ccccc2)cc1	-3	10	3	-2	6	1.9	1.1	-5	-12
O=C(Cc1ccccc1[N+](=O)[O-])NCCSCc1c(F)cccc1Cl	-9	-2	3	18	-3	1	·	-3	-1
Cc1ccccc1-c1nc(CN2CCC(C(=O)NCCCN3CCOCC3)CC2)c(C)o1	-9	2	-1	-12	0	1.6	1.1	-5	23
Cc1c(C)c2cc(Cl)c(O)c(CN3CCCC(C)C3)c2oc1=O (stereo unspecified)	-17	-1	-4	-14	-2	1.8	1	6	-9
CCOc1cccc(NC(=O)CSc2nc(C)c3c(c2C#N)CCCC3)c1	-80	7	-5	-5	5	1	1.2	-5	22
CCOc1cc(/C=N/NC(=O)Cn2nc([N+](=O)[O-])cc2C)cc(Br)c1OCc1ccccc1F	-9	0	0	-2	-1	1.4	0.9	-8	10
CSc1cccc(NC(=O)C2CCN(S(C)(=O)=O)CC2)c1	-8	0	0	19	1	0.9	1.1	-1	-14
O=C(NCc1ccccc1)c1ccc(-c2ccc(F)cc2)o1	-9	2	1	-5	-2	1	1.1	0	1
CC(C)CNC(=O)NC(=O)CSc1nc2ccccc2n1CC(C)C	-17	1	3	-6	-3	0.9	·	-5	-7
Cc1ccc(C(=O)n2c3ccccc3c3ccccc32)cc1	6	11	2	-3	0	0.7	·	-3	-23
COc1cccc(OCc2nnc(SCC(=O)NCc3ccco3)n2CCc2ccccc2)c1	-8	1	4	-32	-4	1.4	1.1	-5	4
O=C(Nc1cccc(F)c1)c1ccccc1	-12	6	7	-20	10	1	1.6	-4	16
CC(C)N(C(=O)C(F)(F)F)C(C(=O)NC1CCCCC1)c1ccncc1 (stereo unspecified)	-14	4	-1	-6	-7	·	1.2	2	-39
CCCC(=O)N1CCc2cc(-c3nc(N)sc3C)ccc21	1	4	4	32	3	0.9	1.6	-5	-3
CCc1nnc(NC(=O)c2ccc(COc3ccc(C)cc3)o2)s1	-6	8	0	-18	2	1.2	1.2	-5	-22
COc1ccc(C2C(C(C)=O)=C(O)C(=O)N2CCc2ccccc2)c(OC)c1 (stereo unspecified)	-14	0	6	-21	4	1.1	1	0	9
CSc1nsc(SC)c1NC(=O)OCc1ccccc1	-11	8	9	-10	2	1	·	-4	15
O=C(Nc1cn(-c2ccccc2)nc1-c1cccs1)c1ccco1	-9	1	-2	-3	2	1	1.1	-3	-21
c1ccc(-c2n[nH]nc2-c2ccccc2)cc1	-3	0	3	11	4	1	1.2	-3	-1
CCN1CCN(C(=O)c2ccc3c(=O)n(C4CCCC4)c(=S)[nH]c3c2)CC1	-12	6	-1	-10	4	1.6	1	-4	9

Assay outcomes (PubChem BioAssay)

This is a random part of the collection. About 3.9% of those tested had a hit in this group.
